Pf Dd2 growth – qHTS Primary assay for Inhibitors of Plasmodium falciparum Dd2 growth in vitro; Potency, µM (doses to about 28.9 µM), for the others: top-dose activity, negative = inhibition, most hits filed as inhibitors; P. falciparum Dd2 growth, SYBR Green, 72 h; AID 1347417, 2020; 120,000 compounds, 4.3% hits; active = well fitted inhibition curve with a large enough effect; inconclusive = small, poorly fitted or top-dose-only effect; inactive = no such curve, though single readings can be large or run the other way;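 also: plate controls were DMSO vehicle for no effect and reference drug for full effect; nearly all actives have a fitted effect of over 65% in size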
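Readout: SYBR Green fluorescence, 485 nm excitation, 535 nm emission, after ~16 h lysis at 37C. Before that, Dd2-infected red cells (2.5% hematocrit) grew 72 h with compound, 29 uM top final concentration.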
Starred values were filed as active, the others as inactive; i = inactive; ? = inconclusive; [ ] = another dose, or the depositor's remark. Potency is read from the fitted curve at half-maximal effect. Only part of the results is shown; the hit share may differ from the screen's.

structure,Pf Dd2 growth
CCc1nc(-c2c3n(c(=O)n(CC(=O)Nc4cccc(Cl)c4C)c2=O)CCCC3)no1,-8.4%
Cc1ccsc1C(=O)N1CCC2(CC1)N(C)C(=O)CS2(=O)=O,27.7%
CN(C)[C@H]1CCCCN(C(=O)Cc2ccc(S(C)(=O)=O)cc2)C1,-11.0%
CN(CCc1noc(C2CN(Cc3ccc(F)c(F)c3)C2)n1)C(=O)C1CC1,?
COc1cccc2c1cc1c(=O)n(CC(=O)N3CCN(c4ccccc4)CC3)nc(C)n12,4.3%
COCC(=O)N1CCC(Cc2ccc(C(N)=O)cc2)CC1,-0.7%
Cc1cccc(NS(=O)(=O)c2ccc3[nH]c(=O)ccc3c2)c1C,8.91µM*
NC(=O)[C@@H](Cc1c[nH]c2ccccc12)NC(=O)[C@@H]1C[C@@H](NS(=O)(=O)c2cccs2)CCN1C(=O)COCC(=O)O,0.8%
Cc1ccc(OCC(=O)Nc2nonc2-c2ccc(Br)cc2)cc1,i
COc1cccc(C(=O)N2CCC(Oc3ncccc3C(=O)N3CCCCC3)C2)c1 (stereo unspecified),-0.7%
COCCNC(=O)c1ccc(OC2CCN(S(C)(=O)=O)CC2)c(Cl)c1,-2.3%
Cc1cnc(CC2CCCN(C(=O)C3CC3)C2)n1C(C)C (stereo unspecified),?
Cc1cc2ncc(C(=O)N3CCCn4nc(CCC(=O)O)cc4C3)c(=O)n2[nH]1,-5.7%
COc1cc2c(C(=O)N3CCN(c4cccc(C(F)(F)F)c4)CC3)cn(CC(C)C)c(=O)c2cc1OC,8.91µM*
CCCS(=O)(=O)c1nc(S(=O)(=O)c2ccc(C)cc2)c(NCC(C)C)s1,8.91µM*
Cc1c(CNCc2ccc(OC(C)C)cc2)c(C(=O)O)c(C)n1Cc1ccc(Cl)cc1,?
O=C(c1cc(COc2c(F)cccc2F)on1)N1CCCCC1CCc1ccccc1 (stereo unspecified),-16.5%
COc1ccc(CNc2nccc(CCC(F)(F)F)n2)cc1OC,-7.3%
O=C1COCCN1C1CCN(S(=O)(=O)c2cccc(C(F)(F)F)c2)CC1,5.5%
CCC(=O)N1CCc2cn(C)c3cccc(c23)C1,-10.0%
COc1ccc(CN(C)CC2CCN(C)C2(C)C)cc1C(=O)O (stereo unspecified),2.2%
COc1ccc(C(=O)NCC(c2ccc(N(C)C)cc2)N2CCOCC2)cc1 (stereo unspecified),46.1%[activator]
COc1ccc(CN2C(=O)COC[C@H]2C(=O)NCc2ccc(Cl)cc2)c(OC)c1,20.9%
CN1[C@@H](CCC(=O)N2CCN(c3ccccc3)CC2)CNC(=O)[C@@H]2[C@H]1CCN2Cc1ccccc1,-17.2%
COc1cccc(CNC(=O)Cn2cccc2-c2nc(-c3ccc4c(c3)OCO4)no2)c1,62.3%[activator]

New compounds follow:
structure,Pf Dd2 growth
COCc1nncn1C1CCN(S(=O)(=O)c2ccc(F)c(Cl)c2)CC1,2.7%
Cc1ccc(S(=O)(=O)c2cn(Cc3ccccc3)c3cc(N4CCCC4)c(F)cc3c2=O)c(C)c1,12.6µM*
CCC(CC)C(=O)NCc1nc2cccnc2n1Cc1ccc(F)cc1,4.4%
COc1ccc(-c2cc(N3CCN(C(=O)c4ccc(C#N)cc4)CC3)n[nH]2)cc1,?
Cc1nc([C@H]2CCN(Cc3ccc(F)cc3F)C[C@H]2NC(=O)CN(C)C)n[nH]1,-23.0%
COc1cccc(C(=O)NCC2CCCN(Cc3ccccn3)C2)c1OC (stereo unspecified),-21.5%
O=C(Nc1ccccc1)c1cc2c(-c3ccccc3)nn(-c3ccccc3)c2s1,?
Cc1nc(SCc2cccc(Cl)c2)nc2c1CCCC2,i
Cc1cnc(C2CC2)n1C1CCCN(C(=O)c2ccoc2)C1 (stereo unspecified),?
CN1c2cc(C(=O)Nc3ccc4c(c3)OCCO4)ccc2C(=O)N2CCCCC21 (stereo unspecified),i
Cc1c(-c2ccc(Cl)cc2)c(=O)oc2c(CN3CCN(CCO)CC3)c(O)ccc12,?
Cc1ccc(C(=O)NC2CCCN(c3cc(N(C)C)ncn3)C2)s1 (stereo unspecified),23.0%[5.79 µM]
Cc1ccc(S(=O)(=O)N[C@H]2C[C@@H](c3nc(C(C)C)no3)N(C)C2)cc1,i
O=C(c1ccc(C(F)(F)F)cc1)N1CCC2(CN[S+](=O)([O-])c3cccnc3O2)C1 (stereo unspecified),28.1%
COc1cc(Cl)ccc1C(=O)N1CCC(c2n[nH]c(=O)n2Cc2ccc(F)cc2)CC1,-27.6%
COc1cccc(N2C(=O)NC(=NC3CCCCC3)C23CCN(C(=O)c2ccc(C(F)(F)F)cc2)C3)c1 (stereo unspecified),10.2%
CN(C)C(=O)N1CCC2(CC1)CN(Cc1ccc(O)cc1)Cc1ccccc1O2,?
Cc1ccc(-n2ncc3c(N4CCN(c5ccc(F)cc5)CC4)ncnc32)cc1,18.2%
COC(=O)C1=C(C)NC(=O)NC1c1ccc(OC)cc1 (stereo unspecified),-15.0%
O=C(CCn1ccc(=O)[nH]c1=O)N[C@@H]1COCC[C@@H]1OCc1ccccc1,7.5%
COc1ccccc1CN1COc2ccc3c(oc(=O)c4ccccc43)c2C1,0.562µM*
COc1cccc(CNC(=O)c2cc(-c3cccs3)nc3ccccc23)c1,54.7%[activator][5.79 µM]
O=C(c1ccccc1Cl)N1CCC(c2nn(Cc3ccccc3)c(=O)[nH]2)CC1,-4.0%
Cc1ccccc1C(=O)N1CCC(CCC(=O)O)CC1,-14.4%
Cc1ccc(NC(=O)C(=O)NCc2ccc(Cl)cc2)cc1,57.7%[activator]

Shown with each value named: 3 of the compounds above
COc1cc(Cl)ccc1C(=O)N1CCC(c2n[nH]c(=O)n2Cc2ccc(F)cc2)CC1
- Pf Dd2 growth = -27.6%
COc1cccc(N2C(=O)NC(=NC3CCCCC3)C23CCN(C(=O)c2ccc(C(F)(F)F)cc2)C3)c1 (stereo unspecified)
- Pf Dd2 growth = 10.2%
CN(C)C(=O)N1CCC2(CC1)CN(Cc1ccc(O)cc1)Cc1ccccc1O2
- Pf Dd2 growth = ?

Further compounds:
Molecule	Pf Dd2 growth
CN(Cc1ccccc1)c1ccc(-c2nc(-c3ccccn3)no2)cc1[N+](=O)[O-]	?
CN(C)c1ccc(C(=O)N2CC[C@@H](CC(=O)O)[C@@H](CCN3C[C@@H]4C[C@H](C3)c3cccc(=O)n3C4)C2)cc1	-14.5%
O=C(Nc1cccc(C(F)(F)F)c1)N[C@H]1CO[C@H]2[C@@H]1OC[C@@H]2n1cc(-c2ccccn2)nn1	?
NC(=O)[C@@H]1CCCN1CC[C@H]1CN(C(=O)COc2ccccc2)CC[C@H]1CC(=O)O	-4.9%[44.1 µM]
O=C(CC1CCOCC1)NCc1cc(F)ccc1F	48.9%[activator]
CCc1ccccc1N1C(=O)N(CC(=O)c2ccc(Cl)cc2)c2ccccc2S1(=O)=O	?
CCc1ccc(-n2c(SCc3ccccc3Cl)nc3[nH]ncc3c2=O)cc1	?
COc1ccc(C(=O)N2CCC3(CN[S+](=O)([O-])c4ccccc4N3)C2)cc1 (stereo unspecified)	2.1%

(more compounds)
Molecule	Pf Dd2 growth
Cc1noc([C@@H]2CN(C(=O)c3ccc(F)c(Cl)c3)C[C@H]2CO)n1	-15.9%
Cc1ccccc1C(=O)N1CCCC(c2nn(-c3ccc(F)cc3)c(=O)[nH]2)C1 (stereo unspecified)	i
COCCc1nncn1C1CCNCC1	2.2%
Cc1ccccc1Cn1c2ccccc2c2cnn(CC(=O)NCCc3ccc(Cl)cc3)c(=O)c21	18.1%
O=C(NC[C@H]1OC[C@@H](NC2CCC2)[C@@H]1O)N1CCOCC1	-4.9%[44.1 µM]
CC(C)CCNC(=O)CC1CCCN(c2cnn(C)c(=O)c2)C1 (stereo unspecified)	-5.5%
COc1ccc(C2=NOC3(CCCN(C(=O)Cc4ccccc4)C3)C2)cc1 (stereo unspecified)	?
CCN(Cc1noc(CC(C)C)n1)C(=O)c1cnc(-c2ccccn2)[nH]c1=O	-13.8%

Additional results.
Molecule	Pf Dd2 growth
COc1ccc(CN2CCOC[C@H]2c2ncc(-c3cccnc3)[nH]2)cc1	?
Cc1cccc(CN2C[C@@H](CO)[C@H](c3nc(C)no3)C2)c1	-7.3%
Cc1ccc2c(=O)c(C(=O)c3ccc(F)cc3)cn(CC(=O)NCc3ccccc3)c2n1	-14.0%
O=C1CC(c2ccccc2)Cc2[nH]c(=O)c(-c3nc(-c4ccc(F)cc4)cs3)cc21 (stereo unspecified)	2.0%
CCCCN1CCN(C(=O)c2csc(N3CCN(c4cccc(Cl)c4)CC3)n2)CC1	i
CNC(=O)[C@H]1C[C@H](Oc2ccccc2)CN1C(=O)CCc1nc2ccccc2[nH]1	?
CCN(CC)C(=O)Cn1c(C)ccc(NS(=O)(=O)c2ccc(C)cc2)c1=O	8.6%
CN(C)C[C@@H]1CN(c2ccccn2)C[C@H]1NC(=O)c1ccsc1	-23.0%

Remaining list, next part
Molecule	Pf Dd2 growth
CCCCNS(=O)(=O)c1ccc(N2CCCCS2(=O)=O)cc1	19.9%
O=C(NCCc1cccs1)c1cccc2c1CCN2C(=O)Nc1ccccc1	?
O=C1CCCCCN1C1CCN(Cc2ccc(OC(F)(F)F)cc2)CC1	i
CC(C)N1CCC(O)(c2csc(CN3CCc4ccccc4C3)n2)CC1	?
COc1ccc2c(c1)c1c(c(=O)n(-c3ccccc3C)c(=O)n1CC(=O)Nc1c(C)cccc1C)n2C	-16.0%
Cc1cc(C)n(CCC(=O)N2CC(c3noc(COc4ccc(F)cc4)n3)C2)n1	-9.0%
CCc1ccccc1NC(=O)N1CCN(c2nnc(C)c3c(C)n(-c4ccccc4)nc23)CC1	i
CCn1ccc(C(=O)N2CC(C(=O)NCCc3ccncc3)C3(CCOCC3)C2)n1 (stereo unspecified)	10.0%

A draw from above in order of formula weight, falling:
Molecule	Pf Dd2 growth
COc1ccc(C(=O)NCC(c2ccc(N(C)C)cc2)N2CCOCC2)cc1 (stereo unspecified)	46.1%[activator]
O=C(CCn1ccc(=O)[nH]c1=O)N[C@@H]1COCC[C@@H]1OCc1ccccc1	7.5%
COc1ccc(CN2CCOC[C@H]2c2ncc(-c3cccnc3)[nH]2)cc1	?
O=C(CC1CCOCC1)NCc1cc(F)ccc1F	48.9%[activator]

Continued:
Molecule	Pf Dd2 growth
Cc1nn(-c2ccc(N3CCOCC3)nn2)c(C)c1CCC(=O)NCc1ccccc1F	i
COc1ccc(-c2cc(-c3cnn(C)c3)cn3cncc23)cn1	10µM*
CC(=O)NCC(=O)N1Cc2ccccc2CC2(CCN(CC3CCCCC3)C2)C1 (stereo unspecified)	-24.3%
CC(=O)N1CCc2cc(Br)cc(S(=O)(=O)CCC(=O)Nc3ccc(C)cc3Cl)c21	?
CCCC1(CO)CCCN(C(=O)C2CCC(CO)CC2)C1 (stereo unspecified)	-9.6%
CC(=O)c1cccc(NC(=O)Cn2nc3c(cc2=O)CN(C(C)=O)CC3)c1	i
O=C(c1ccoc1)N1[C@H]2CC[C@@H]1c1cnc(-c3ccccc3)nc1C2	?
COc1cc(-c2noc(CSc3nc(-c4ccccc4)cc(=O)[nH]3)n2)cc(OC)c1OC	i

The list continues.
Molecule	Pf Dd2 growth
Cc1ccc(-c2ncc(C(=O)Nc3cccc(F)c3C)c(-c3ccncc3)n2)cc1	-7.5%
Cc1onc(-c2cnn(C)c2NCc2ccc(C#N)cc2)c1C(=O)N1CCN(C)CC1	i
COC(=O)c1c(NC(=O)/C(C#N)=C/c2ccccc2)sc2c1CCC2	31.3%[activator]
COc1ccccc1CN[C@H]1Cc2ccc(cc2)Nc2cc(ccc2OC)C[C@H](C(=O)NCc2ccccc2)N(C)C1=O	?
Cc1ccc(C(=O)N2C(C(=O)N3CCOCC3)COC23CCN(C(=O)c2ccc(F)cc2)CC3)cc1 (stereo unspecified)	-12.1%
COc1ccc(CN2CCc3nc(C4CC4)nc(-c4ccc(O)cc4)c3CC2)cc1	3.98µM*
O=S(=O)(c1ccc(F)cc1)N1CCOC[C@H](Oc2cnccn2)C1	16.2%[44.1 µM]
CCOc1ccc(CNC(=O)C2CCN(C(=O)c3ccc(-n4ccc5ccccc54)s3)CC2)cc1	?

(next part)
Molecule	Pf Dd2 growth
N#Cc1cccc(C(=O)N[C@H]2[C@H](O)[C@H](O)C[C@@H]2c2cccnc2)c1	i
COc1cccc(Cn2ccn(-c3ccc(F)cc3)c(=O)c2=O)c1	38.6%[activator]
CC(=O)N1CCc2c(sc3c2c(=O)n(-c2cc(Cl)ccc2C)c(=O)n3C)C1	i
Cc1nn(C(C)C(=O)NCc2ccc(OC(C)C)cc2)c(=O)c2c1sc1ccccc12 (stereo unspecified)	0.0%
Cc1cccc(OCC2(CNCC3CC3)C[C@@H](O)[C@@H](O)C2)n1 (stereo partly specified)	i
CCn1nccc1C(=O)N1CCCC(c2nc(-c3ccccc3)no2)CCNC(=O)CC1 (stereo unspecified)	i
COc1cccc(C2C(C(=O)Nc3ccc(Cl)cc3)=C(C)Nc3c(C(=O)Nc4ccccc4)cnn32)c1OC (stereo unspecified)	12.6µM*
Cc1cc2c(cc1S(=O)(=O)CCC(=O)NCc1ccccc1)OCC(=O)N2	25.7%

The list goes on:
Molecule	Pf Dd2 growth
COCc1nc(NCCc2nc3ccccc3s2)cc(C2CC(N)C2)n1 (stereo unspecified)	-20.7%
O=C(Cc1cccc(F)c1)N1CCC(Cc2nc(-c3cnccn3)no2)CC1	-28.8%
COc1ccc(CCC(=O)N2CCCC(c3nc(C)ncc3-c3cccc(C)c3)C2)cc1OC (stereo unspecified)	-4.4%
COCCOC1CCN(C(=O)c2cc(C)n(CCOC)c2C)CC1	34.1%[activator]
Cc1nccnc1N1CCC(c2nnc(CN3CCCC3)n2C)CC1	8.7%

Compound activity deposited in PubChem by National Center for Advancing Translational Sciences (NCATS).
